Screens deposited in PubChem BioAssay by National Center for Advancing Translational Sciences (NCATS).
TR SRC2 fluor cs – Total Fluorescence Counterscreen for Inhibitors of the Interaction of Thyroid Hormone Receptor and Steroid Receptor Coregulator 2; TRb/SRC2 Texas Red total fluorescence interference; Potency, µM (series often up to 106 µM), without a hit: at the highest dose fluorescence change, negative = quenching; actives 0.29% (n = 280,000); active = well fitted curve in either direction with a large enough effect; inconclusive = small, poorly fitted or top-dose-only effect; also: potency is read from the fitted curve at half-maximal effect; % is scaled to controls: 0 for no effect and ±100 for the full control effect
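Human TRβ ligand-binding domain (0.6 uM) and Texas Red SRC2 peptide (20 nM) in Tris buffer with 1 uM T3 and 5% DMSO were incubated with pinned compound for 5 hr at ambient temperature. Total fluorescence was computed as S + 2P (555/632 nm).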
NPSR antag – qHTS Assay for Antagonists of the Neuropeptide S Receptor: cAMP Signal Transduction; Q6W5P4; actives 1% (n = 220,000); Potency, µM (highest dose often 38.3 µM), for inactives: top-dose activity change, negative = inhibition, usual class: inhibitors; CHO-NPSR cells, cAMP TR-FRET, antagonist mode; also: potency is read from the fitted curve at half-maximal effect; % is scaled to controls: 0 for no effect and ±100 for the full control effect; nearly all actives have a fitted effect of over 50% in size; many of its hits are not listed in these tables
Target sequence (Q6W5P4 whole entry, looked up): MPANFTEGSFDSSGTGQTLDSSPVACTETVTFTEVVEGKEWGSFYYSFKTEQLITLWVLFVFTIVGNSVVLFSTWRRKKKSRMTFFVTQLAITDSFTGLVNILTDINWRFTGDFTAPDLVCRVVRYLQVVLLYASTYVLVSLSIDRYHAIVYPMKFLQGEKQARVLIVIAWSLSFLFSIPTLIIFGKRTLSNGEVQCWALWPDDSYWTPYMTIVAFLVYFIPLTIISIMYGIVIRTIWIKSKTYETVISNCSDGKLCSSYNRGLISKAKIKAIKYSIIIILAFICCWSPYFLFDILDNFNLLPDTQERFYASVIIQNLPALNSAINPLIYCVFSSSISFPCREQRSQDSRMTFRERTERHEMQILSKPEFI
Epigenetic reg – Quantitative High-Throughput Screen for Regulators of Epigenetic Control | actives 0.2% (n = 280,000) | Potency, µM (top dose mostly 53.9 µM), for inactives: at the highest dose GFP activation, most hits filed as activators | murine LDR cells, GFP reporter derepression, 30 h; also: potency is read from the fitted curve at half-maximal effect; % of control where 0% means no effect; nearly all actives have a fitted effect of over 60% in size
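Murine LDR cells carrying a silenced, genomically integrated CMV-driven GFP reporter were exposed to compound for 30 hours at 37 C. After PBS washes, GFP-positive cells (20–120 um objects) were counted by laser-scanning microplate cytometry.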
CBFb-RUNX1 inh – qHTS Assay for Compounds Blocking the Interaction Between CBF-beta and RUNX1 for the Treatment of Acute Myeloid Leukemia; AlphaScreen CBFb-His/RUNX1-biotin binding, biochemical; Potency, µM (titrated, usually from 59.8 µM), for the others: at the highest dose activity, negative = inhibition, actives largely listed as inhibitors; 230,000 tested, under 10 active; AID 1477, 2009; also: % of control where 0% means no effect
Target sequence (Q01196 whole entry, looked up): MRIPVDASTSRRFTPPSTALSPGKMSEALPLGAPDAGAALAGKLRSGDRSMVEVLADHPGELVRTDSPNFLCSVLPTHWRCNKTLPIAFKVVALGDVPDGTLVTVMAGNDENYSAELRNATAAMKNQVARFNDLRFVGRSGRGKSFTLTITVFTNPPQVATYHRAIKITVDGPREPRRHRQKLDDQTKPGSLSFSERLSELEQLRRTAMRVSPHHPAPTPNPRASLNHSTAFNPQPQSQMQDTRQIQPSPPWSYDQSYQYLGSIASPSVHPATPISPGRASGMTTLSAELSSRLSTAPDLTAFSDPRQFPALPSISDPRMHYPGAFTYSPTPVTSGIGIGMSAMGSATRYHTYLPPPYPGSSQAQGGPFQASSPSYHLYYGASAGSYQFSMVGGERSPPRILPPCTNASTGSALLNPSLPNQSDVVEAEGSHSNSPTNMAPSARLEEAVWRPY
Target sequence (Q13951 whole entry, looked up): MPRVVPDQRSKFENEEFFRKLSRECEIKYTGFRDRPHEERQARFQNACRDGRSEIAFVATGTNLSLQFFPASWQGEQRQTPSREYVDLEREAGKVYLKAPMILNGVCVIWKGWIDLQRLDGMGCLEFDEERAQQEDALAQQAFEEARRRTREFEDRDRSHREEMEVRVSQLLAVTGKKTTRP
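Interaction loss through any mechanism counts as activity. Pre-formed complex of His-CBF-beta and biotin-RUNX1 (30 nM apiece) is incubated with compound 15 min, then with 50 ng nickel and 50 ng streptavidin beads for 90 min before AlphaScreen detection.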
aGal spleen mod – qHTS Assay for Inhibitors and Activators of Human alpha-Galactosidase From Spleen Homogenate; human spleen homogenate, 4MU-alpha-Gal fluorescence, 40 min; Potency, µM (series often up to 80 µM), inactives show at the highest dose activity change, negative = inhibition, actives largely listed as inhibitors; actives 0.008% (n = 240,000);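 also: potency is read from the fitted curve at half-maximal effect; 0% = enzyme with vehicle and -100% = no enzyme basal signal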
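Inhibition or activation of alpha-galactosidase in human spleen homogenate is scored by 4-MU fluorescence after 40 min at 37C, pH 5.0, with 1 mM substrate. AC50s come from concentration-response fitted to the Hill equation.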
Tau fluor cs – Counterscreen qHTS for Inhibitors of Tau Fibril Formation, Fluorescence Polarization. AID 1463, 2008. tau K18 P301L Alexa594 fluorescence, heparin fibrillization. Potency, µM (series often up to 57.7 µM), for inactives: top-dose activity change, negative = decrease. actives 0.93% (n = 280,000); also: potency is read from the fitted curve at half-maximal effect; % is scaled to controls: 0 for no effect and ±100 for the full control effect; nearly all actives have a fitted effect of over 55% in size
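Human tau K18 P301L (15 uM unlabeled, 0.24 uM Alexa 594-labeled) in 100 mM sodium acetate pH 7 with 20 uM heparin, 6 hr at 37 C. ThT 30 uM added, 1 hr ambient; Alexa 594 FP and total fluorescence read at 555/632 nm.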
Tau FP inhib – qHTS for Inhibitors of Tau Fibril Formation, Fluorescence Polarization; Microtubule-associated protein tau (Homo sapiens), P10636; K18 P301L tau heparin fibrillization, Alexa594 FP, 6 h; Potency, µM (highest dose often 57.7 µM), without a hit: at the highest dose activity, negative = inhibition, usual class: inhibitors; actives 0.39% (n = 280,000); also: potency is read from the fitted curve at half-maximal effect; % is scaled to controls: 0 for no effect and ±100 for the full control effect; nearly all actives have a fitted effect of over 55% in size
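Quantitative HTS format: compounds meet 15 uM recombinant K18 P301L tau and Alexa 594-tau tracer in 100 mM sodium acetate pH 7; 20 uM heparin triggers fibrillization at 37 C over 6 hr; FP gives the signal.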
TRb SRC2 PPI – qHTS for Inhibitors of the Interaction of Thyroid Hormone Receptor and Steroid Receptor Coregulator 2 | AID 1469, 2008 | TRbeta-SRC2 peptide binding, fluorescence polarization; receptor liganded with 1 µM T3 | Thyroid hormone receptor beta (Homo sapiens), P10828 | actives 0.065% (n = 280,000) | Potency, µM (highest dose often 106 µM), for inactives: at the top dose activity change, negative = inhibition, actives largely listed as inhibitors;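 also: potency is read from the fitted curve at half-maximal effect; plate controls were bound peptide for no effect and peptide without receptor for full effect; nearly all actives have a fitted effect of over 50% in size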
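Polarization signal, normalized between peptide-alone and full complex controls, measured compound effects on T3-liganded human TRb LBD (0.6 uM) binding 20 nM Texas Red SRC2 peptide after 5 hr.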
Starred values were filed as active, the others as inactive; ? = inconclusive; nt = not tested or not shown; & = joins results of further samples; [ ] = dose if it differs, or a comment. Unless noted, calls follow the shape of the dose curve; as a rule, active = well fitted curve in the direction sought with a large enough effect; inconclusive = small, poorly fitted or top-dose-only effect, or another doubt; inactive = no such curve, though single readings can be large; an effect the other way counts as inactive or inconclusive. A portion of the library (hit frequency here may not be typical).

cpd	Molecule	Tau fluor cs	CBFb-RUNX1 inh	aGal spleen mod	Epigenetic reg	Tau FP inhib	NPSR antag	TR SRC2 fluor cs	TRb SRC2 PPI
1	COC(=O)c1ccccc1NC(=O)c1cc(C2CC2)on1	-13%	8%	4%	0.1%	-11%	-13%[46.1 µM]	-2%	-9%
2	Cc1cccc(S(=O)(=O)c2cn(C)c3cc(N4CCN(c5ccccc5)CC4)c(F)cc3c2=O)c1	9%	nt	nt	-3.5%	2%	nt	56µM*[quencher]	?
3	CCOC(=O)N1CCc2c(sc3c2c(=O)n(CCc2ccccc2)c(=O)n3Cc2ccc(C)cc2C)C1	-10%	nt	nt	-3.1%	-4%	nt	-1%	0%
4	CCCS(=O)(=O)N1CCC(C(=O)N2CCCC2)CC1	6%	8%	20%	0.0%	3%	-9%[46.1 µM]	0%	-22%
5	Cc1ccc(S(=O)(=O)c2cc3cc(Br)ccc3oc2=O)cc1	1%	-20%	4%	1.3%	-11%	?	1%	-1%
6	O=C(c1cc(F)ccc1F)C1CCCN(C(=O)c2ccc(F)cc2Cl)C1 (stereo not given)	-6%	2%	2%	-1.6%	1%	18%	0%	-4%
7	CC(C(=O)Nc1ccccc1Oc1ccccc1)c1ccccc1 (stereo not given)	-14%	?	1%	2.6%	-2%	-24%	-1%	2%
8	O=C(NCc1ccccc1)c1ccccc1C(=O)c1ncc[nH]1	7%	-3%	-5%	-1.5%	5%	-4%	0%[53 µM]	-4%[53 µM]
9	CCCCCCCCSc1nnc(-c2ccc(OC)cc2)o1	-14%	1%	-1%	0.5%	-14%	-14%[46.1 µM]	-2%	-5%
10	Cc1c(CNC(C)CCc2ccccc2)c(C(=O)O)c(C)n1Cc1ccc(F)cc1 (stereo not given)	-4%	nt	nt	-0.3%	1%	nt	-2%	8%
11	CCN(CC)S(=O)(=O)c1ccc2c(c1)N(CC(=O)N1CCN(c3cccc(Cl)c3)CC1)C(=O)CO2	-10%	nt	nt	0.8%	5%	nt	2%	-5%
12	CCN(N=Nc1cccc([N+](=O)[O-])c1)c1cccc([N+](=O)[O-])c1	?	-4%	3%	3.1%	3%	?	-3%	-4%
13	CCc1oc2ccccc2c1C(=O)c1cc(Br)c(O)c(Br)c1	?	-8%	-9%	3.2%	13%&1%	-40%&-44%	-6%	6%
14	CCCNC(=O)CSc1nnc(-c2ccc(F)cc2)o1	7%	-13%	-9%	-3.8%	7%	13%	2%	-10%
15	COc1cc(Cl)ccc1NC(=S)N(CCN(C)C)C(C)c1ccncc1 (stereo not given)	-3%	-4%	15%	1.4%	5%	2%	0%	8%
16	CSc1ccc(CCNC(=O)CCCn2c(=O)c3cccn3c3ccccc32)cc1	-29%	nt	nt	9.9%	-7%	nt	2%	-1%
17	CCNC(=O)c1c(N)sc2c1CCCCC2	-19%	-12%	8%	2.4%	?	-17%[46.1 µM]	5%	-4%
18	CCOc1ccc(/C=C2/SC(=S)N(n3c(C)ccc3C)C2=O)cc1	-18%	?	9%	-0.1%	-5%	?	-1%	-13%
19	O=C(NC1CCCCC1)C(c1cccs1)N(C(=O)c1ccco1)c1ccc2c(c1)OCCO2 (stereo not given)	-6%	-6%	-1%	0.8%	3%	-24%[46.1 µM]	0%	-6%
20	CC(c1ccccc1F)n1cc(C(=O)NCCCn2ccnc2)nn1 (stereo not given)	-1%	-1%	0%	0.1%	4%	-12%[46.1 µM]	0%	-10%
21	O=C(/C=C/c1cccc(O)c1)c1cccnc1	5%	-4%	1%	?	13%	5%	-1%	-1%
22	CC(NC(=O)c1cccc(S(=O)(=O)N(C)C)c1)c1nc2ccccc2[nH]1 (stereo not given)	-14%	3%	10%	-0.5%	5%	2%	-5%	-4%
23	CCCCCC(=O)Nc1cccc(C2=NOC3(C2)C[C@@H](C(N)=O)N(C(=O)c2cc([N+](=O)[O-])cc([N+](=O)[O-])c2)C3)c1 (stereo not given in full)	-6%	7%	2%	-0.4%	7%	6%	0%	10%
24	COc1ccccc1NC(=O)C1CCCN(c2nc(C)cc(C)n2)C1 (stereo not given)	-2%	14%	9%	-1.2%	-4%	-16%[46.1 µM]	1%	-1%
25	Cc1cccc(C)c1N1CCN(C(=O)Cn2cncn2)CC1	-6%	3%	1%	-4.7%	6%	12%	0%	-2%
26	O=C(CCCCCn1c(=S)[nH]c2ccc(N3CCOCC3)cc2c1=O)NCc1ccccc1	-21%	22%	4%	2.6%	1%	-44%	-3%	-2%
27	CCc1nc2ccccc2n1CCCCOc1cccc(C)c1	-7%	nt	nt	0.0%	-4%	nt	-3%	1%
28	CCOC(=O)c1ccc(-n2ccnc2)c(NC(=O)c2ccc(C(C)(C)C)cc2)c1	-2%	-11%	2%	-2.6%	3%	-33%	0%	-5%
29	O=C1NC(=S)CN1c1ccccc1	-19%	11%	-15%	4.8%	?	17%	-2%	3%
30	CCCCNC(=O)c1ccc2c(c1)ncn2C1CCCCC1	1%	7%	4%	0.9%	-1%	-10%[46.1 µM]	1%	1%
31	COc1cc(NC(=O)CN2C(=O)NC(C)(CC(C)C)C2=O)cc(OC)c1 (stereo not given)	-15%	9%	6%	-6.1%	-5%	-12%[46.1 µM]	3%	7%
32	COc1ccc(-c2[nH]ncc2-c2cscn2)c(O)c1	-1%	2%	0%	1.3%	0%	5%	-6%	-1%
33	Cc1onc(-c2ccccc2)c1C(=O)Nc1ccc(S(=O)(=O)NC2=NCCCCC2)cc1	-7%	4%	0%	-1.0%	-2%	-4%[46.1 µM]	-2%	8%
34	Cc1nc2ccc(NC(=O)N3CCCCC3)cc2s1	-1%	8%	12%	-2.1%	7%	1%[46.1 µM]	-2%	-11%
35	CCOC(=O)c1ccccc1NC(=O)Cn1c(=O)n(Cc2ccc(C(=O)NCc3ccc4c(c3)OCO4)cc2)c(=O)c2ccccc21	-13%	nt	nt	0.0%	-22%	nt	4%	-2%
36	COC(=O)c1ccc(C)c(NC(=O)c2ccc(Cn3cc([N+](=O)[O-])cn3)o2)c1	-3%	-11%	10%	1.1%	-2%	12%	1%	4%
37	Cc1ccc(S(=O)(=O)N/N=c2\sc3ccccc3n2C)cc1	2%	4%	2%	2.1%	-10%	9%	-2%	0%
38	CCN1CCN(c2c(Cl)cccc2NC(=O)c2ccc(Br)o2)CC1	7%	6%	-1%	0.0%	6%	-12%[46.1 µM]	-2%	0%
39	CC(C)Oc1ccc(CNC(=O)c2ccc3nc(SCc4ccc(F)cc4)n(C)c3c2)cc1	-17%	nt	nt	0.0%	-8%	nt	8%	0%
40	Cc1ccc(C2CC(=O)C=C(NCc3ccccc3)C2)cc1 (stereo not given)	9%	4%	3%	0.1%	4%	-12%	-1%	1%
41	Cc1ccccc1C(=O)Nc1ccc2nc(Nc3cccc(C(F)(F)F)c3)cc(C)c2c1	5.6µM*[quencher]	nt	nt	-1.2%	?	nt	?	4%
42	COc1ccc(-c2nc(CCNC(=O)c3cc(OC)c(OC)c(OC)c3)cs2)cc1	-19%	nt	nt	0.0%	-3%	nt	1%	4%
43	CCOC(=O)c1cnc(SC2CC(=O)N(c3ccccc3)C2=O)nc1N (stereo not given)	-8%	6%	-2%	4.8%	-6%	-10%[46.1 µM]	-4%	-5%
44	Cc1cc(NC(=O)COC(=O)CSCc2ccc(Cl)c(Cl)c2)no1	-25%	7%	2%	2.9%	6%	-5%[46.1 µM]	3%	-2%
45	CCN(CC)CCN1C(=O)C(=O)/C(=C(/O)c2ccc(OC)cc2)C1c1ccco1 (stereo not given)	-24%	-3%	-14%	-1.9%	-1%	-9%[46.1 µM]	-8%	2%
46	Cc1cccc(NC(=O)C(c2ccccc2Cl)N2CCOCC2)c1 (stereo not given)	-8%	2%	4%	-0.3%	-4%	3%	2%	-3%
47	CCOc1ccccc1N(C)C(=O)C1CCCN(c2ncnc3onc(-c4ccc(F)cc4)c23)C1 (stereo not given)	-11%	nt	nt	-0.2%	1%	nt	4%	3%
48	COc1ccccc1-c1nnc(SC(C)C(=O)O)n1-c1ccccc1 (stereo not given)	5%	-2%	-1%	0.0%	1%	0%	-4%	-3%
49	CCOC(=O)c1c(C)oc2ncnc(N3CCN(c4ccccc4)CC3)c12	-20%	nt	nt	0.0%	-15%	nt	-10%	1%
50	CCCNC(=O)c1[nH]c(C)c(C(=O)OCC)c1C	2%	3%	3%	1.0%	-2%	-1%	-10%	0%
51	O=C(COc1cccc2cccnc12)Nc1ccccc1	-6%	2%	4%	7.9%	-9%	-13%	-1%	-3%
52	O=C(NC(=S)NCc1ccc(-c2nc3ccccc3s2)cc1)c1ccco1	?	3%	-4%	0.0%	?	-16%[46.1 µM]	4%	-1%
53	O=C(Nc1ccon1)c1ccc(S(=O)(=O)N2CCOCC2)cc1	-4%	6%	-1%	2.6%	-5%	1%	-4%	-5%

Rewritten in transposed form: part of the list above
48. COc1ccccc1-c1nnc(SC(C)C(=O)O)n1-c1ccccc1 (stereo not given)
49. CCOC(=O)c1c(C)oc2ncnc(N3CCN(c4ccccc4)CC3)c12
50. CCCNC(=O)c1[nH]c(C)c(C(=O)OCC)c1C
Assay by compound | 48 | 49 | 50
Tau fluor cs | 5% | -20% | 2%
CBFb-RUNX1 inh | -2% | nt | 3%
aGal spleen mod | -1% | nt | 3%
Epigenetic reg | 0.0% | 0.0% | 1.0%
Tau FP inhib | 1% | -15% | -2%
NPSR antag | 0% | nt | -1%
TR SRC2 fluor cs | -4% | -10% | -10%
TRb SRC2 PPI | -3% | 1% | 0%
